Compound activity deposited in PubChem BioAssay by several laboratories.
STK33 kinase inh – blocks human STK33 kinase activity; 320,000 tested, 0.073% active; AID 2661; inhibition, % at 10 µM; Q9BYT3; purified STK33, MBP phosphorylation, ADP-Glo luminescence;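 active means inhibition at or above 25%, using the most active replicate where run in duplicate; inactive means inhibition below 25%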
KCNQ2 inh – KCNQ2 channel blockers in CHO-K1 cells – cell-based, FluxOR thallium flux, B-score, primary screen (AID 2156). O88943. 20 min; stronger effect = lower value. B-score at 10 µM. 310,000 tested, 1.1% active;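 active means fluorescence ratio B-score at most minus 3 library SDs, with starting brightness B-score within 2 library SDs, cut at about -5.5 in these data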
Target sequence (O88943 whole entry, looked up): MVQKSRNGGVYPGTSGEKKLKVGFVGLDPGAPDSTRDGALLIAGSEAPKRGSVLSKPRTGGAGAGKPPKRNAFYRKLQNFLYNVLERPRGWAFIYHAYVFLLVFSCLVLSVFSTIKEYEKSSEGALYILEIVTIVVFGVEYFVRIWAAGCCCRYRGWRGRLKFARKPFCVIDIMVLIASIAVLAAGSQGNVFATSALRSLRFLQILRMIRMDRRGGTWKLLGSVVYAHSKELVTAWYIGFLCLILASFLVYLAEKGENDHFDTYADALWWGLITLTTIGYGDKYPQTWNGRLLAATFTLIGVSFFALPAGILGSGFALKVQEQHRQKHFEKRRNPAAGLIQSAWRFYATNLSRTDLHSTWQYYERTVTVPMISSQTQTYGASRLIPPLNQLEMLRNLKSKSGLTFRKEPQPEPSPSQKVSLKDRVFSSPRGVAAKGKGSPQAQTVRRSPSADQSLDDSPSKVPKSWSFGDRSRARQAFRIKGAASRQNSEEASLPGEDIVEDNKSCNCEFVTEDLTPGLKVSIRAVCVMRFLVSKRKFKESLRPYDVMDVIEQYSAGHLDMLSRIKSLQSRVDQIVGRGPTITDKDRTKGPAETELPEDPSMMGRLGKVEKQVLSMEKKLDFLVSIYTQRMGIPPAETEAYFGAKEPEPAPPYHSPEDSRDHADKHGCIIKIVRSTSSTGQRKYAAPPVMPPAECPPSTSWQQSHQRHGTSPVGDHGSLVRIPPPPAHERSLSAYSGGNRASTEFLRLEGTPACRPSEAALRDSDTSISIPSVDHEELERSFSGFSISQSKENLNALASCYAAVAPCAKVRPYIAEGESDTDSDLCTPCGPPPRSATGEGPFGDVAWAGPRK
Kir21 block – Kir2.1 (mouse) channel inhibition | HEK293-Kir2.1, FluxOR thallium flux fluorescence; stronger effect = lower value | B-score at 10 µM | 310,000 tested, 0.85% active | AID 1672;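 active means fluorescence ratio B-score at or below minus 3 SD of library scores, with starting-brightness B-score within 2 SD, cut at about -4.2 in these data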;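 further: channel flux triggered by added potassium and thallium sulfate stimulus; B-score of peak minus minimum fluorescence over baseline after thallium stimulus; more negative B-score means stronger Kir2.1 block with less thallium influx; some compounds called inactive have numbers as strong as hits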
Numbers without * were called inactive; i = inactive; . = no result given.

SMILES	STK33 kinase inh	KCNQ2 inh	Kir21 block
Cc1ccc(NC(=O)[C@H](C)NC(=O)C2CCN(C(=O)[C@@H](NC(=O)OC(C)(C)C)C(C)C)CC2)cc1	-0.3	i	-0.49
CCCCn1c(N)c(N(CC(C)C)C(=O)CCCc2nc3ccccc3c(=O)[nH]2)c(=O)[nH]c1=O	-1.9	i	0.67
COc1ccc(C(CNC(=O)c2cccc(Br)c2)N2CCCC2)cc1 (configuration not stated)	-0.3	i	-1.9
Cc1cc(C(=O)CSc2nnc(-c3ccc(Cl)cc3)n2CC2CCCO2)c(C)n1C (configuration not stated)	0.3	i	0.29
CC(NC(=O)c1ccccc1F)C1CC1 (configuration not stated)	-0.7	i	0.5
CC1CCCCC1NC(=O)CSc1nnc(CC(=O)Nc2ccccc2F)n1C (configuration not stated)	-2.2	i	-0.11
CCC1Oc2ccc(C)cc2N(CC(=O)N2CCN(c3ccc(F)cc3)CC2)C1=O (configuration not stated)	0.5	i	0.15
CN(C)c1nc(Nc2ccc(F)cc2)nc(Oc2ccc(F)cc2)n1	-2.6	i	-0.25
O=C1C=C(O)CC(c2ccc(Cl)cc2)C1 (configuration not stated)	-0.5	i	-0.08
CCc1nc(N)c(C#N)c(-c2cccnc2)c1C	0.6	i	0.55
COc1nc(-c2ccc(Cl)cc2Cl)nc2ccccc12	-0.2	i	-0.82
O=c1oc2ccccc2c(Nc2cc3ccccc3cc2O)c1[N+](=O)[O-]	2.5	i	-1.3
CCNC(=S)N(CCc1ccc(OC)c(OC)c1)Cc1cc2cc(OC)ccc2[nH]c1=O	-0.4	i	0.4
COc1ccc(-c2nn(C)c(=O)[nH]2)cc1	-0.5	i	-1.7
CC(C)Nc1nc(NC(C)(C)C)nc(Oc2ccc(=O)n(-c3ccccc3)n2)n1	-0.6	i	-0.75

Two of the compounds above, with values ahead of the structure:
STK33 kinase inh | KCNQ2 inh | Kir21 block | Molecule
-0.3 | i | -1.9 | COc1ccc(C(CNC(=O)c2cccc(Br)c2)N2CCCC2)cc1 (configuration not stated)
-0.5 | i | -0.08 | O=C1C=C(O)CC(c2ccc(Cl)cc2)C1 (configuration not stated)

(more compounds)
SMILES	STK33 kinase inh	KCNQ2 inh	Kir21 block
Cc1ccc(NC(=O)COc2ncnc3sccc23)cc1S(=O)(=O)N(C)C	-0.3	i	-2.3
COc1ccc(/C=C/C(=O)OCC(=O)Nc2cc3oc4ccccc4c3cc2OC)cc1	-0.4	i	-0.02
O=C(NCc1ccc(OC(F)(F)F)cc1)C1CC(c2ccccc2[N+](=O)[O-])=NO1 (configuration not stated)	-0.1	i	0.69
CC(=O)c1cccc(CN2CCN(Cc3ccc(C)cc3)C(CCO)C2)c1 (configuration not stated)	-0.1	i	1.6
CN1CC(c2ccccc2Cl)C2(COc3ccccc3C2=O)C12C(=O)Nc1ccccc12 (configuration not stated)	-0.1	i	-4.3
CCN(CC(=O)Nc1ccc(OC)c(Cl)c1)CC(=O)NC(C)C	-3.4	i	-2.5
CCOc1cc(NC(=O)C2CC2)c(OCC)cc1NC(=O)c1ccccc1OCC	-2.9	i	1.1
O=c1[nH]c(/C=C\c2ccc(O)c(O)c2)nc(O)c1[N+](=O)[O-]	-16	i	2.2
CN(C)c1ccc(NC(=O)c2cccc(N3C(=O)CCC3=O)c2)cc1	-0.9	i	-0.03
CN(C)c1nc(Oc2ccc(OCCOc3ccccc3)nn2)nc(N(C)C)n1	-0.4	i	1.4
COc1ccc(CCNC(=O)c2ccc(SC)cc2OC)cc1	1.1	i	-0.03
Cc1ccc(NC(=O)C(CC(C)C)NC(N)=O)cc1 (configuration not stated)	-2.5	i	0.8
N=C1c2ccccc2CN1c1ccc(S(=O)(=O)N2CCCCC2)cc1	-1.1	i	-0.93
COc1ccc(CN(C)CCc2ccccn2)cc1OC	-1.7	i	1.8
Cc1ccc(C(=O)N2N=C(c3ccc(Br)cc3)CC2c2ccccc2O)cc1 (configuration not stated)	-3.5	i	-1.9
COC(=O)c1ccc(C23CC4(C2)[C@H](CN(C)[C@@H]4c2ccccc2)C3c2ccc(Cl)nc2)cc1 (some centres not stated)	-1.0	i	-0.91
CCC1CCCCN1C(=O)c1ccc2nc(Cc3ccc(OC)cc3)oc2c1 (configuration not stated)	-1.1	i	0.62
CCC(C(=O)Nc1ccc([N+](=O)[O-])cn1)c1ccccc1 (configuration not stated)	0.0	i	2.7
Cc1ccc(-n2nc(-c3ccco3)cc2C(=O)O)c(C)c1	.	i	1.4
CCC(Sc1nc(N)c(NC(=O)c2ccc(OC)c(OC)c2)c(=O)[nH]1)C(=O)OC (configuration not stated)	-0.2	i	-0.53
CC(Oc1ccc(Br)cc1)C(=O)NCC(c1cccs1)N1CCOCC1 (configuration not stated)	-0.7	i	0.2
CN1C(=O)c2cccc3c(N)ccc(c23)C1=O	1.6	i	-10
O=[N+]([O-])c1ccc(C(O)CN=Cc2ccc(O)cc2O)cc1 (configuration not stated)	-0.8	i	-0.7
CC(=O)Nc1ccc(S(=O)(=O)Nc2nc(-c3ccc(C(C)(C)C)cc3)cs2)cc1	-1.7	i	1.9
CCC1CCCCN1C(=O)Nc1cc(Cl)ccc1OC (configuration not stated)	0.2	i	-0.4
O=C(OCc1ccccc1)Oc1cncc(C(=O)O)c1	-0.4	i	-1.2
CC1O[C@@H](O[C@H](C)CC/C=C/C(=O)O)C(O)C[C@H]1O (some centres not stated)	-0.4	i	0.07
Nc1nonc1/C(=N/O)N1CCN(CCO)CC1	-1.5	i	0.8
CCc1nc2sccc2c(=O)n1N	0.7	i	1.9
CSc1nsc(SCCN2C(=O)c3ccccc3C2=O)n1	7.5	i	0

By substructure, the entries above with a tert-butyl group (3)
SMILES	STK33 kinase inh	KCNQ2 inh	Kir21 block
Cc1ccc(NC(=O)[C@H](C)NC(=O)C2CCN(C(=O)[C@@H](NC(=O)OC(C)(C)C)C(C)C)CC2)cc1	-0.3	i	-0.49
CC(C)Nc1nc(NC(C)(C)C)nc(Oc2ccc(=O)n(-c3ccccc3)n2)n1	-0.6	i	-0.75
CC(=O)Nc1ccc(S(=O)(=O)Nc2nc(-c3ccc(C(C)(C)C)cc3)cs2)cc1	-1.7	i	1.9

Next section.
SMILES	STK33 kinase inh	KCNQ2 inh	Kir21 block
Cc1ccccc1OCC(=O)NCC(=O)N/N=C/c1cccc([N+](=O)[O-])c1	-2.3	i	1.3
COc1ccc(C(=O)Nc2nc3ccccc3[nH]2)cc1S(=O)(=O)N1CCCC1	-0.8	i	1.8
Cc1ccc(C(C(=O)NC2CCCC2)N(C(=O)c2csnn2)C2CC2)cc1 (configuration not stated)	0.0	i	-1.5
Cc1ccccc1N1CC(=O)Nc2c(oc3nc(-c4ccccc4)cc(C)c23)C1=O	-0.6	i	-1.2
CCN1CCN(S(=O)(=O)c2ccc(Cl)c(C(=O)Nc3ccccc3N3CCOCC3)c2)CC1	.	i	0.17
NS(=O)(=O)c1ccc(NC(=S)NCc2ccc(F)cc2)cc1	-0.1	i	0.13
Cc1ccc(N(C(=O)c2ccc(S(=O)(=O)N3CCCC3)cc2)C2C=CS(=O)(=O)C2)cc1 (configuration not stated)	-2.8	i	-1.8
Cc1ccc(OCC(=O)N(C)CC(=O)Nc2ccc(F)cc2)c([N+](=O)[O-])n1	0.3	i	0.33
O=C(c1ccc(F)cc1)n1c(=S)nc2ccccn21	-0.7	i	0.17
CN1C(=O)N(S(=O)(=O)c2ccc(F)c(F)c2F)C(=O)C1(C)C	-0.2	i	0.07
O=C(NCc1cccc(Cl)c1)c1ccc(N2CC3CC(C2)c2cccc(=O)n2C3)c(NC(=O)c2cccnc2)c1 (configuration not stated)	-0.4	i	1.6
CCCCC(c1nnnn1Cc1ccco1)N1CCN(c2nc3ccccc3s2)CC1 (configuration not stated)	-1.0	i	-1
FC(F)(F)c1ccc(CSc2ccccn2)cc1	-0.8	i	0.3
Cc1onc(C(N)=O)c1C(=O)Nc1ncc(C(F)(F)F)cc1Cl	-0.1	i	0.75
COc1cccc(NC(=O)C2CCCC2)c1	2.8	i	2.4

Results in Kir21 block, for 2 of the compounds above:
structure	Kir21 block
COc1ccc(C(=O)Nc2nc3ccccc3[nH]2)cc1S(=O)(=O)N1CCCC1	1.8
Cc1ccc(C(C(=O)NC2CCCC2)N(C(=O)c2csnn2)C2CC2)cc1 (configuration not stated)	-1.5

(listing goes on)
SMILES	STK33 kinase inh	KCNQ2 inh	Kir21 block
O=C(OCC(=O)N1CCCC1)c1cncc(Br)c1	-0.5	i	0.27
Cc1cc(C)c(C#N)c(SCS(=O)Cc2ccc(Cl)cc2)n1 (configuration not stated)	-1.2	i	-2.5
COc1ccc(C(=O)Nc2ccc3oc(-c4cccnc4)nc3c2)cc1OC	-0.1	i	0.35
CC(C)(Oc1ccc(Cl)cc1)C(=O)Nc1c2c(nn1C(C)(C)C)CS(=O)(=O)C2	-2.8	i	-0.7
CCOc1ccc(/C=C2\SC(=S)N(NC(=O)c3ccncc3)C2=O)cc1OC	0.2	i	-1.6
O=C(CSc1nnc(-c2ccccc2)o1)N1CCCC1	1.2	i	1
O=S(=O)(CCOc1ccccc1)N1CCOCC1	0.0	i	-0.11
COc1cccc(OC)c1C(=O)Nc1cccc(C(=O)Nc2cccc(C(=O)O)c2)c1	0.2	i	1.1
CCOc1ccc(CCNC(=O)c2ccc(Cl)c(S(=O)(=O)N3CCOCC3)c2)cc1OCC	-1.7	i	0.99
COc1ccccc1CNC(=O)COC(=O)c1nccnc1N	-1.2	i	-0.04
CCC(C(=O)NCC1CCCO1)N(Cc1ccc(F)cc1)C(=O)CNS(=O)(=O)c1ccccc1 (configuration not stated)	-3.8	i	0.08
Cc1ccccc1N1CCN(C(=O)c2ccccc2NC(=O)c2ccccc2C(=O)O)CC1	-1.1	i	-0.36
CC(NC(=O)c1ccco1)C(=O)N1CCc2ccccc2C1 (configuration not stated)	0.1	i	-0.51
O=C(NC(=S)Nc1ccc(NC(=O)c2cccs2)cc1)c1cc2ccccc2o1	-0.8	i	-0.06
CN(c1ccc(C(=O)Nc2ccc(Cl)cn2)cc1)S(=O)(=O)c1ccccc1	-0.4	i	0
CC(NC(=S)Nc1cccc(C(F)(F)F)c1)C(C)(C)C (configuration not stated)	-0.5	i	0.54
COc1ccc(OC)c(/C=C2\SC(=S)N(NS(=O)(=O)c3ccccc3)C2=O)c1	-0.1	i	2.7
CCOc1ccc(-n2c(-c3ccccc3)c[n+]3c2CCCCC3)cc1	-0.8	i	-0.63
Cc1cc(C)n2nc(SCC(=O)N(C(C)C)C(C)C)nc2n1	-1.8	i	1.1
O=C(NC1CCCCC1)C(c1ccco1)N(C(=O)c1csnn1)c1ccc(Cl)cc1 (configuration not stated)	1.0	i	-1.3
O=C(C1CC1)N1N=C(c2cccc(Br)c2)CC1(O)C(F)(F)F (configuration not stated)	-0.5	i	-0.04
CC(C)Cn1c(O)c2ccc(C(=O)N=NC(=O)c3cccnc3)cc2c1O	-4.1	i	0.2
COc1ccc(S(=O)(=O)N2CCCCCC2)cc1C(=O)N(C)Cc1ccc(F)cc1	-0.6	i	-0.18
NC(=S)Nc1cc(Cl)ccc1Cl	-1.0	i	-0.22
O=C(/C=C/c1cccc([N+](=O)[O-])c1)NCc1ccc2c(c1)OCO2	-0.1	i	-0.14
O=C(CSc1ccc2c(c1)OCCO2)NC(=O)NC1CCCC1	0.0	i	1.1
COc1cccc(Nc2nc(C)cc(C)c2C(N)=O)c1	0.5	i	1
CCCn1c(=O)c(C(=O)N/N=C/c2ccc(F)cc2)c(O)c2ccccc21	-2.0	i	1.4
CC(C)[C@@H](CO)NC(=O)c1ccc2c3n(nc2c1)-c1ccc(Cl)cc1CO3	0.5	i	-0.04
CC(C)c1ccc(Nc2ncccc2C(=O)O)cc1	-0.4	i	0.71
CC(C)(C)C1CCC(C(=O)NCCc2ccc(S(N)(=O)=O)cc2)CC1 (configuration not stated)	-0.4	i	-2.4
CCOC(=O)c1c(C)c(C(=O)Nc2ccc3c(c2)OCCO3)c(C)n1CC	-1.3	i	-1.1
CN(CC(=O)Nc1cccc(F)c1)C(=O)c1cccc(-n2cccc2)c1	-0.5	i	-1
CC1CCN(CCCn2c(SCC(=O)NC3CCCC3)nc3ccccc3c2=O)CC1	2.4	i	-0.41
O=C(NCc1n[nH]c(=S)n1Cc1ccccc1)c1ccccc1	-1.1	i	-2.2
Cc1cc(C)nc(NS(=O)(=O)c2ccc(N/C=C3\CCCC3=O)cc2)n1	-1.5	i	1.6
CCCc1[nH]nc2c1C(c1ccccc1OCC)C(C#N)=C(N)O2 (configuration not stated)	0.2	i	1.1
CCOC(=O)c1nn(-c2ccc(Cl)cc2)c2nc(CC)c(C#N)c(=O)n12	1.2	i	-0.7
O=C(NCCc1ccccc1)c1c(O)c2ccccc2[nH]c1=O	1.6	i	0.52
CCc1nc(SCC(=O)Nc2ccnc3ccccc23)n[nH]1	5.2	i	0.77
CCN1C(=O)c2ccccc2Sc2ccc(C(=O)O)cc21	-0.3	i	-0.09
Cc1ccccc1NC(=S)NCC(c1cccnc1)N(C)C (configuration not stated)	-1.3	i	-0.2
CC(C)(C)c1nc(C(C)(C)C)c(Br)c(=O)[nH]1	-0.3	i	-0.18
CC(C)C[C@@H](CSc1ccc(Br)cc1)N1CCN(CCc2ccccc2)CCC1=O	0.4	i	0.04
CCOc1ccc(N(CC(=O)NCCSCc2ccccc2Cl)S(C)(=O)=O)cc1	0.0	i	-0.18
COc1ccc(C(=O)N2CCN(Cc3ccc4c(c3)OCO4)CC2)cc1OC	-1.0	i	-0.96
O=C(NC1CCCCC1)c1cc(F)cc2c1OCOC2	-0.1	i	0.06
CCOc1ccc(/C(O)=C2/C(=O)C(=O)N(c3ccccn3)C2c2ccc(F)cc2)c(C)c1 (configuration not stated)	-1.0	i	-0.15
